# Screening data from PubChem.
# FUS yeast rescue – qHTS for Suppressors of FUS Proteinopathy: Primary screen using FUS-linked yeast assay. S. cerevisiae FUS-expressing, growth rescue, OD600, 24 h. Potency, µM (doses to about 76.6 µM), inactives show at the highest dose growth rescue (activation), actives largely listed as activators. actives 0.24% (n = 390,000). AID 1347120, 2019;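 further: plate controls were DMSO vehicle for no effect and reference control for full effect; nearly all actives have a fitted effect of over 55% in size; some results filed as inactive show a strong effect at the top dose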
#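 Galactose (2%) drives FUS expression in yeast precultured in raffinose; seeding density OD 0.005. Test compounds incubated 24hr at 30C and 99% humidity before absorbance at 600 nm was measured.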
# EPAC2 agonist – qHTS for Agonist of cAMP-regulated guanine nucleotide exchange factor 4 (EPAC2): primary screen; Rap guanine nucleotide exchange factor 4 (Homo sapiens), Q8WZA2; EPAC2 activation, biochemical qHTS; response scale: 100% = 6.5 mM cAMP response; Potency, µM (top dose mostly 154 µM), for inactives: top-dose activation, most hits filed as activators; actives 0.079% (n = 360,000); further: nearly all actives have a fitted effect of over 50% in size
#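 In this primary screen, activation is scored as increased exchange of BODIPY-GDP from Rap1B by 100 nM EPAC2, with 50 uM GDP as competitor. Signal is normalized to the 6.5 mM cAMP agonist control.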
# PTHR1 ag – qHTS for PTHR1 Agonists: Primary Screen; HEK293 GP2 PTHR1 cells, GloSensor cAMP luminescence, 1 h; actives 0.075% (n = 410,000); Parathyroid hormone/parathyroid hormone-related peptide receptor (Homo sapiens), Q03431; Potency, µM (doses to about 115 µM), inactives show top-dose activation, actives largely listed as activators; further: nearly all actives have a fitted effect of over 55% in size; some results filed as inactive show a strong effect at the top dose; inactives centre near -15; many of its hits are not listed in these tables
# Target sequence (Q03431 whole entry, looked up): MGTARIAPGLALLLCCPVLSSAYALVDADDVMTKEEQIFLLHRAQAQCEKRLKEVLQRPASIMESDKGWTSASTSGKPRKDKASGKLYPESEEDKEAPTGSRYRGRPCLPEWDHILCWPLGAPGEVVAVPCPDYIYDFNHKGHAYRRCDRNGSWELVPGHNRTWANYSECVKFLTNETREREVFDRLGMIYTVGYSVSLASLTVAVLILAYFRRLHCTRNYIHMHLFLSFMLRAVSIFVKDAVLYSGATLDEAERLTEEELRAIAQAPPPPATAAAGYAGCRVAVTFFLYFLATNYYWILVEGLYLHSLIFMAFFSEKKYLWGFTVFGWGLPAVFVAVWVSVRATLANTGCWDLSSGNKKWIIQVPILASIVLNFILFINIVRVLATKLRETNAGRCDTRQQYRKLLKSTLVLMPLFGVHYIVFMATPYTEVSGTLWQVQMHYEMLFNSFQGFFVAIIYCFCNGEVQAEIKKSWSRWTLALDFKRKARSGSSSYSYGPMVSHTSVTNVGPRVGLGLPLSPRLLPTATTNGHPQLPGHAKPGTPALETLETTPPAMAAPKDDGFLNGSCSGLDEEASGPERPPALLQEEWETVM
#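 HEK-293-derived GP2 cells expressing PTHR1 and a GloSensor cAMP reporter, 3,000/well, plated overnight, given luciferin plus IBMX (each 0.5 mM as added) for 1 h at 37 °C, then compound for 1 h at 37 °C. Luminescence was read after 15 min at room temperature.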
# EPAC2 antag – qHTS for Antagonist of cAMP-regulated guanine nucleotide exchange factor 2 (EPAC2): primary screen; Rap guanine nucleotide exchange factor 4 (Homo sapiens), Q8WZA2; EPAC2 GEF exchange of Rap1B-BODIPY-GDP, fluorescence; Potency, µM (doses to about 114 µM), for the others: at the top dose activity, negative = inhibition, usual class: inhibitors; actives 0.18% (n = 360,000); AID 720708, 2013; further: on the % scale 0 is the no-effect control and ±100 the full control effect; nearly all actives have a fitted effect of over 45% in size; many of its hits are not listed in these tables
# EPAC1 antagonist – qHTS for Antagonist of cAMP-regulated guanine nucleotide exchange factor 3 (EPAC1): primary screen; Rap guanine nucleotide exchange factor 3 (Homo sapiens), O95398; EPAC1 GEF assay, Rap1b-BODIPY-GDP exchange fluorescence; Potency, µM (series often up to 115 µM), for inactives: at the highest dose activity change, negative = inhibition, usual class: inhibitors; actives 0.14% (n = 360,000);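 further: plate controls were vehicle for no effect and positive control for full effect; nearly all actives have a fitted effect of over 50% in size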
# aSyn rescue – qHTS of alpha-syn Inhibitors; Yeast expressing alpha-synuclein, growth rescue, BacTiter-Glo, 24 h; Potency, µM (top dose mostly 46.1 µM), inactives show at the highest dose growth rescue (activation), actives largely listed as activators; actives 0.14% (n = 370,000); further: % of control where 0% means no effect; nearly all actives have a fitted effect of over 65% in size
#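 Screening used galactose-induced yeast with toxic alpha-synuclein levels, exposed to compound for 24 hr at 30 deg C. Cell growth, read with BacTiter-Glo luminescence, gave the measured signal.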
# TDP-43 yeast inh – qHTS of TDP-43 Inhibitors; TDP-43 expressing yeast growth rescue, BacTiter-Glo, 24 h; Potency, µM (series often up to 46.1 µM), inactives show at the highest dose growth rescue (activation), most hits filed as activators; actives 1.8% (n = 410,000); AID 652104, 2013; further: % of control where 0% means no effect; nearly all actives have a fitted effect of over 50% in size
#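 Cell-based yeast growth screen: TDP-43 expression induced in galactose, inoculum OD600=0.02 after raffinose pregrowth to mid-log. Read-out BacTiter-Glo luminescence at 24 hr, 30 deg C; inhibition of toxicity seen as signal increase.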
# EPAC1 agonist – qHTS for Agonist of cAMP-regulated guanine nucleotide exchange factor 3 (EPAC1): primary screen | EPAC1 agonist qHTS, biochemical assay; response scale: 100% = response to 6.5 mM cAMP | Potency, µM (series often up to 154 µM), for inactives: at the highest dose activation, most hits filed as activators | actives 0.073% (n = 360,000) | AID 720707, 2013; further: nearly all actives have a fitted effect of over 60% in size
#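 Nucleotide exchange by EPAC1 (100 nM) on Rap1B–BODIPY-GDP (250 nM) in the presence of 50 uM GDP is tracked fluorescently at 480/540 nm over 30 min. Signals are normalized to a 6.5 mM cAMP control.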
# Active calls of the source: *; i = inactive; ? = inconclusive; / = no result given; & = joins results of further samples; [ ] = remark or other dose. The call rests on the fitted dose curve; in most records, active means well fitted curve in the direction sought with a large enough effect; inconclusive means small, poorly fitted or top-dose-only effect, or another doubt; inactive means no such curve, though single readings can be large; an effect the other way counts as inactive or inconclusive. Potency means the concentration at half of the fitted maximal effect. This is a subset (hit frequency here may not be typical).
SMILES,FUS yeast rescue,EPAC2 agonist,PTHR1 ag,EPAC2 antag,EPAC1 antagonist,aSyn rescue,TDP-43 yeast inh,EPAC1 agonist
Cn1nc(-c2ccc(NCCO)c([N+](=O)[O-])c2)c2ccccc2c1=O,31.5%,2.3%,i,-3.0%,-2.6%,0.4%,-8.4%[9.22 µM],-1.0%
CSc1cccc(NC(=O)C2CCCN2S(=O)(=O)c2ccc3c(c2)CCC(=O)N3)c1 (stereo not drawn),30.4%,8.6%,i,-3.5%,2.9%,0.6%,-24.7%,-3.3%
COc1ccc(CCNC(=O)C(C)n2nc(C)n3c(cc4occc43)c2=O)cc1OC (stereo not drawn),10.5%,9.0%,-41.1%[inhibitor],5.9%,0.9%,-0.7%,10.1%,2.1%
COc1ccc(/C=C\c2onc(C)c2S(=O)(=O)N2CCC(C(=O)NCc3ccco3)CC2)cc1,11.1%,5.1%,i,-3.0%,0.9%,-0.4%,2.1%,2.3%
COc1ccc(-c2cc(NC=O)c3ncc(-c4ccc(C(C)=O)cc4)n3c2)cn1,?,6.1%,-14.4%,12.1%,-2.6%,0.2%,24.1%,-3.0%
COc1ccc(C2C(C(C)=O)=C(C)N=c3s/c(=C\c4ccc5c(c4)OCO5)c(=O)n32)c(OC)c1 (stereo not drawn),18.3%,14.4%,-0.2%,15.2%,-5.2%,1.6%,-0.1%,-6.8%
Cc1ccc(NC(=O)C(C)OC(=O)COc2cccc(C(F)(F)F)c2)cc1 (stereo not drawn),3.0%,3.7%,-23.6%,-28.9%,?,0.6%,-8.5%,-8.2%
Cc1noc(C)c1-c1nnc(-c2ccc(OC(F)(F)F)cc2)o1,36.8%,1.4%,-7.7%,0.2%,-13.5%,-9.7%,-6.8%,-2.5%
COc1cc(C2N=C(c3ccccc3)NO2)cc(Br)c1O (stereo not drawn),12.2%,2.4%,i,-2.3%,0.8%,-0.6%,-16.8%,-3.5%
COc1ccc(C(C#N)=Cc2cccc(OC)c2OC)cc1,-8.7%,15.9%,-28.0%,?,5.1%,-22.6%,17.8µM*,-8.3%
C/C(=N\NC(=O)c1c(Br)c(C)nn1C)c1ccc(NC(=O)C(C)Oc2ccc(Cl)cc2C)cc1 (stereo not drawn),17.2%,-3.1%,-26.6%,-5.5%,-11.7%,7.7%,20.6%,-3.0%
CCCCOc1ccc(C(=O)N2CCCCCC2)cc1,13.1%,-0.1%,i,-7.4%,2.2%,6.9%,3.0%,-4.0%
CCN(CC)S(=O)(=O)c1cc(NC(=O)C(C)N(C)CC(=O)Nc2c(C)cccc2C)ccc1C (stereo not drawn),/,11.2%,-54.4%[inhibitor],-26.6%,?,-11.8%,-0.4%,-2.4%
Cc1cc(OC(C)C)c2c(-c3ccccc3)cc(=O)oc2c1,-3.6%,14.5%,-16.2%,-6.4%,-16.0%,-4.1%,-10.0%,19.1%
CC(=O)Nc1cncc(-c2cccc(C(=O)NC3CC3)c2)n1,-18.4%,7.0%,-8.3%,14.7%,-10.2%,-6.5%,25.1%,-10.5%
Cc1cccc(C(=O)OCC(=O)NCC(C)C)c1O,0.4%,-1.0%,-7.1%,-2.1%,6.8%,-0.1%,?,2.2%
O=S(CCc1ccncc1)Cc1ccccc1 (stereo not drawn),8.6%,-4.5%,?,-4.2%,-14.0%,-8.8%,-11.2%,9.3%
COc1cccc(CNC(=O)[C@@H]2CCCN2C(=O)[C@@H]2CCCN2C(=O)c2ccc(Cl)cc2)c1,-7.9%,4.9%,-3.8%,2.7%,5.3%,-9.4%,18.9%,8.0%
COc1ccccc1CCC(=O)Nc1ccc(OC)c(S(=O)(=O)N2CCCCC2)c1,33.4%,3.9%,-17.6%,2.8%,-5.8%,0.5%,14.6%,10.5%
Cc1ccc(NC(=S)N2CCSC2c2cccs2)cc1 (stereo not drawn),13.7%,13.1%,-23.7%,-14.2%,-5.7%,-5.7%,?,1.5%

# An excerpt from above, showing only EPAC2 agonist and EPAC2 antag.
SMILES,EPAC2 agonist,EPAC2 antag
O=S(CCc1ccncc1)Cc1ccccc1 (stereo not drawn),-4.5%,-4.2%
COc1cccc(CNC(=O)[C@@H]2CCCN2C(=O)[C@@H]2CCCN2C(=O)c2ccc(Cl)cc2)c1,4.9%,2.7%
COc1ccccc1CCC(=O)Nc1ccc(OC)c(S(=O)(=O)N2CCCCC2)c1,3.9%,2.8%
Cc1ccc(NC(=S)N2CCSC2c2cccs2)cc1 (stereo not drawn),13.1%,-14.2%

# New compounds follow:
SMILES,FUS yeast rescue,EPAC2 agonist,PTHR1 ag,EPAC2 antag,EPAC1 antagonist,aSyn rescue,TDP-43 yeast inh,EPAC1 agonist
Cc1ccn2cc(-c3ccc(Br)cc3)nc2c1,-7.3%,11.0%,-93.0%[inhibitor],1.7%,10.1%,-18.3%,0.7%,-2.6%
COC(=O)[C@]12CCCCC=C1N(Cc1ccc3c(c1)OCO3)C(=O)[C@H](CC(=O)N1CCN(C(=O)C3CC3)CC1)C2,?,2.0%,-29.9%,-1.7%,7.1%,0.7%,0.0%,5.3%
CCN(CC)c1ncnc2ccc(Br)cc12,17.1%,6.9%,i,11.3%,10.5%,-1.9%,0.7%,-3.9%
Cc1ccc(C(=O)NCCc2nnc3ccc(SCC(=O)Nc4ccc(C)cc4C)nn23)cc1,/,-6.4%,i,-0.1%,-5.5%,4.4%,7.2%,12.4%
COc1ccc(CCN(Cc2cc3ccc(C)cc3n3nnnc23)C(C)=O)cc1OC,-0.3%,-16.4%,i,-15.2%,4.2%,2.3%,-24.7%[9.22 µM],-7.6%
c1ccc(COc2ncnc3c2ncn3CCCNCC2CCCO2)cc1 (stereo not drawn),-10.0%,8.3%,-3.5%,-21.7%,-8.7%,6.0%,1.0%,-0.6%
Cc1cc(Oc2ccc3ccccc3c2)nc(SCC(=O)c2ccccc2)n1,/,4.4%,i,4.5%,-0.7%,3.8%,22.8%,-4.0%
CC(=O)c1cccc(S(=O)(=O)N2CCCC(c3nc4c(nnn4Cc4ccccc4Cl)c(=O)[nH]3)C2)c1 (stereo not drawn),44.2%,4.3%,i,-7.7%,0.2%,0.4%,24.1%,5.0%
NC(=O)Nc1cccc2ccccc12,5.7%,7.8%,-19.7%,3.4%,-0.4%,2.1%,12.1%,-0.2%
Cc1[nH][nH]c(=O)c1C(c1ccc(-c2ccc(C(=O)O)cc2)o1)c1c(C)[nH][nH]c1=O,6.9%,8.1%,-11.2%,3.1%,8.4%,-0.4%,-38.0%[inhibitor],6.9%

# Part of the list above, bar-delimited.
mol | FUS yeast rescue | EPAC2 agonist | PTHR1 ag | EPAC2 antag | EPAC1 antagonist | aSyn rescue | TDP-43 yeast inh | EPAC1 agonist
CC(=O)c1cccc(S(=O)(=O)N2CCCC(c3nc4c(nnn4Cc4ccccc4Cl)c(=O)[nH]3)C2)c1 (stereo not drawn) | 44.2% | 4.3% | i | -7.7% | 0.2% | 0.4% | 24.1% | 5.0%
NC(=O)Nc1cccc2ccccc12 | 5.7% | 7.8% | -19.7% | 3.4% | -0.4% | 2.1% | 12.1% | -0.2%

# The list goes on:
SMILES,FUS yeast rescue,EPAC2 agonist,PTHR1 ag,EPAC2 antag,EPAC1 antagonist,aSyn rescue,TDP-43 yeast inh,EPAC1 agonist
CN1CCN(S(=O)(=O)c2ccc3c(c2)NC(=O)CS3)CC1,-10.0%,9.5%,-10.2%,5.5%,-4.4%,-2.2%,-4.4%,0.0%
COC(=O)c1ccc(NC(=O)CSc2nnc(-c3ccncc3)n2C)cc1,13.1%,4.1%,-4.9%[57.5 µM],-6.6%,2.3%,5.0%,?,10.7%
Cc1nc2cc(Cl)c(Cl)cc2n1CCCO,8.0%,17.8%,-14.2%,15.0%,-1.3%,10.2%,5.0%,-6.8%
Fc1cccc(NC(=S)NC2CCCCCCC2)c1,8.9%,12.7%,4.8%,-13.4%,?,-34.7%[inhibitor],22.9%,6.3%
CCN(CC)CC(O)COc1ccc2c(c1)c(C(C)=O)c(C)n2-c1ccccc1 (stereo not drawn),14.1%,1.0%,i,-1.4%,0.0%,3.2%,0.5%,0.0%
CCCCn1c2ccc(F)cc2c2nnc(SCCN3CCCCC3)nc21,16.9%&-5.2%,-2.8%,i,2.7%,-6.9%,1.3%,-9.9%&-8.8%,-2.7%
COc1ccc(NS(=O)(=O)c2ccc(Cl)c(C(=O)O)c2)cc1S(=O)(=O)N1CCCCC1,-0.5%,-4.7%,i,5.1%,6.6%,4.3%,1.1%,-16.1%
Cc1ccc(OCc2ccc(C(=O)Nc3nc4ccccc4n3C)o2)c([N+](=O)[O-])c1,/,12.0%,-16.1%,-1.4%,-20.5%,-7.8%,15.0%,9.8%
CCCC(C)C(=O)Nc1ncc(S(=O)(=O)c2ccc([N+](=O)[O-])cc2)s1 (stereo not drawn),3.2%,-9.3%,-24.5%,3.3%,-14.2%,6.5%,-2.1%,-13.5%
Cc1cccc(CSc2ncc(CO)n2C)c1,-29.3%,-0.1%[15.6 µM],i,4.8%,9.6%,-0.4%,-8.5%,3.7%
C=CCOc1ccc(C2CC(C)=NN2c2ccccc2)cc1 (stereo not drawn),/,9.2%,i,-1.0%,-9.5%,-6.1%,26.1%,-2.3%
O=C(Nc1nc(-c2ccccn2)cs1)c1ccc([N+](=O)[O-])o1,?,6.3%,-7.6%,2.2%,-11.7%,-57.9%[inhibitor],?,7.6%
COc1cc(C(=O)Nc2cnc(NC(=O)C(C)C)cc2C)cc(OC)c1OC,9.7%,-0.1%,-6.6%[57.5 µM],-1.4%,0.0%,2.5%,-0.6%,0.0%
O=C1CCC(=O)N1CC(=O)N1c2ccccc2Sc2ccccc21,14.1%,-3.0%,-30.4%[57.5 µM],9.6%,11.5%,5.3%,-10.7%,-2.9%
CC(=O)C1=C(C)NC(SCC(=O)c2ccccc2)=C(C#N)C1CC(C)C (stereo not drawn),20.9%,14.7%,-8.0%[57.5 µM],10.5%,-5.8%,-1.1%,11.4%,6.4%
CCOc1ccccc1N(CC(=O)Nc1ccc(OC)c(OC)c1)S(=O)(=O)c1ccccc1,6.9%,12.4%,28.9%,-10.7%,-11.1%,-4.2%,-0.9%,13.3%
CCOC(=O)c1c(NC(C)=O)sc2c1CCC(C=NCCCN(CC)CC)=C2Sc1ccccc1,?,13.0%,i,-5.0%,-3.4%,7.3%,6.3%,-0.4%
